# Screening data as filed in PubChem BioAssay.
# NPSR antag = antagonists of human neuropeptide S receptor cAMP signaling; Q6W5P4; CHO-NPSR cells, cAMP TR-FRET, antagonist mode; Potency, µM (titrated, usually from 38.3 µM), inactives show at the top dose activity change, negative = inhibition, actives largely listed as inhibitors; 220,000 tested, 1% active; further: on the % scale 0 is the no-effect control and ±100 the full control effect; nearly all actives have a fitted effect of over 50% in size; many of its hits are not listed in these tables
# Target sequence (Q6W5P4 whole entry, looked up): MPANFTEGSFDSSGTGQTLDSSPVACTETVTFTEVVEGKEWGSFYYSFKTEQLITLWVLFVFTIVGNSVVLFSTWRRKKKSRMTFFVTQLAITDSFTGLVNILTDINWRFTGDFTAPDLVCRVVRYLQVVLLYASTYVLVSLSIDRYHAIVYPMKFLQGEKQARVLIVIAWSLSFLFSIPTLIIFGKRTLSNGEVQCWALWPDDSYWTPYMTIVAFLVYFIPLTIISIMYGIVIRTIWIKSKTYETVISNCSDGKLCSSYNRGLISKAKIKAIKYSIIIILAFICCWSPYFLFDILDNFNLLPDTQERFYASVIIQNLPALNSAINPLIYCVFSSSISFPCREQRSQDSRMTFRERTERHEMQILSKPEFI
# Epigenetic derep = epigenetic control regulation, reporter derepression; murine LDR cells, GFP reporter derepression, 30 h; Potency, µM (titrated, usually from 53.9 µM), for inactives: at the highest dose GFP activation, usual class: activators; 280,000 tested, 0.2% active; further: % of control where 0% means no effect; nearly all actives have a fitted effect of over 60% in size
#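 Reporter derepression read as number of fluorescent GFP-positive objects, 20-120 um in size, counted by laser-scanning cytometer. Mouse LDR line with an epigenetically silenced CMV-GFP locus; compound incubation 30 h, 37 C.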
# Tau fluor cs = counter-screen for tau fibril formation inhibitors. tau K18 P301L Alexa594 fluorescence, heparin fibrillization. Potency, µM (series often up to 57.7 µM), inactives show at the top dose activity change, negative = decrease. 280,000 tested, 0.93% active; further: on the % scale 0 is the no-effect control and ±100 the full control effect; nearly all actives have a fitted effect of over 55% in size
#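 Human tau K18 P301L (15 uM unlabeled, 0.24 uM Alexa 594-labeled) in 100 mM sodium acetate pH 7 with 20 uM heparin, 6 hr at 37 C. ThT 30 uM added, 1 hr ambient; Alexa 594 FP and total fluorescence read at 555/632 nm.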
# GAA glycogen = GAA glycogen-cleavage inhibition or activation; P10253; recombinant GAA, glycogen substrate, Amplex Red glucose oxidase fluorescence; Potency, µM (titrated, usually from 76.4 µM), without a hit: at the top dose activity change, negative = inhibition, hits mostly inhibitors; 300,000 tested, 0.38% active; AID 2100;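 further: 0% = full enzyme reaction and -100% = no-enzyme basal signal; the screen sought inhibitors and activators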
#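 Recombinant human alpha-glucosidase (4 nM final) hydrolysed bovine liver glycogen (30 ug) for 40 min at 37 C in pH 5.0 citrate/phosphate with 0.01% Tween-20. Released glucose detected by glucose oxidase/Amplex Red, Ex 573/Em 610 nm. Compounds up to 77 uM; AC50 from Hill fits.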
# GLA spleen mod = alpha-galactosidase A (human) modulation; P06280; human spleen homogenate, 4MU-alpha-Gal fluorescence, 40 min; Potency, µM (top dose mostly 80 µM), for the others: at the highest dose activity change, negative = inhibition, actives largely listed as inhibitors; 240,000 tested, 0.008% active; AID 2107;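 further: 0% = enzyme with vehicle and -100% = no enzyme basal signal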
#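 Human spleen homogenate (1 ug) was the enzyme source, with 4-methylumbelliferyl-alpha-D-galactopyranoside (1 mM final) in pH 5.0 citrate buffer with 0.01% Tween-20. Compounds were titrated; after 40 min at 37C, NaOH/glycine stop, 4-MU fluorescence read; AC50 from Hill fits.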
# ALDH1A1 inh = ALDH1A1 (human) enzyme inhibition; P00352; Purified ALDH1A1, NADH fluorescence, propionaldehyde substrate; Potency, µM (doses to about 75.3 µM), without a hit: at the top dose activity, negative = inhibition, most hits filed as inhibitors; 220,000 tested, 7.3% active; AID 1030; active means well fitted inhibition curve with a large enough effect, not every such curve was filed as active; inconclusive means small, poorly fitted or top-dose-only effect, or another doubt; inactive means no such curve, though single readings can be large or run the other way;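 further: plate controls were no enzyme wells and a reference inhibitor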
# Target sequence (P00352 whole entry, looked up): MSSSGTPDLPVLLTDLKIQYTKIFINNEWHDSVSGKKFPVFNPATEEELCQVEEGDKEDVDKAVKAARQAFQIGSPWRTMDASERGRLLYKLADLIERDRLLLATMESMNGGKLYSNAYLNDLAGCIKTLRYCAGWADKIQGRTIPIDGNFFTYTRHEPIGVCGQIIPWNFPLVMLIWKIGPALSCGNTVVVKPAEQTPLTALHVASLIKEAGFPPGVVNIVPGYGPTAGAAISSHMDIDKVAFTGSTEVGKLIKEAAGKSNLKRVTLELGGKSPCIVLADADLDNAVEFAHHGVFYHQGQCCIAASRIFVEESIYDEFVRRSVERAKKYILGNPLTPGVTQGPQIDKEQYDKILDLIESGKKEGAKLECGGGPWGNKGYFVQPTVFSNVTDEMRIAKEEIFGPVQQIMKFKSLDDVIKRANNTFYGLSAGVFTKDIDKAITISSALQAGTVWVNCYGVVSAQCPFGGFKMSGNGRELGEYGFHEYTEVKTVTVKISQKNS
# GAA spleen mod = lysosomal alpha-glucosidase (human) modulation | human spleen homogenate, 4-MU-alpha-glucoside fluorescence | Potency, µM (top dose mostly 79.9 µM), for the others: at the highest dose activity change, negative = inhibition, most hits filed as inhibitors | P10253 | 240,000 tested, 0.006% active;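 further: 0% = enzyme with vehicle and -100% = no enzyme basal signal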
#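 Enzyme source: human spleen homogenate, 1 ug/well. Buffer 50 mM citric acid/K phosphate pH 5.0, 0.01% Tween-20. 4-MU-alpha-glucoside 1 mM; 37 C x 40 min; NaOH/glycine stop; fluorescence.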
# GAA inhib = alpha-glucosidase (human) inhibition; P10253; purified human GAA, 4-MU-alpha-glucoside fluorescence; Potency, µM (top dose mostly 76.9 µM), for the others: at the top dose activity change, negative = inhibition, usual class: inhibitors; 200,000 tested, 0.005% active; AID 1466;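 further: plate controls were uninhibited enzyme wells for no effect and no-enzyme background for full effect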
#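 Compounds are titrated up to 77 uM against 4 nM human enzyme. Substrate 4-methylumbelliferyl-alpha-D-pyranoside (400 uM) reacts 20 min at room temperature in pH 5.0 buffer; liberated 4-methylumbelliferone is read at 440 nm.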
# * hit, by the source's call; u = inconclusive; x = no result given; [ ] = another dose, or the depositor's remark. Unless noted, the call rests on the fitted dose curve; in most records, active means well fitted curve in the direction sought with a large enough effect; inconclusive means small, poorly fitted or top-dose-only effect, or another doubt; inactive means no such curve, though single readings can be large; an effect the other way counts as inactive or inconclusive. Potency means the concentration at half of the fitted maximal effect.
SMILES,NPSR antag,Epigenetic derep,Tau fluor cs,GAA glycogen,GLA spleen mod,ALDH1A1 inh,GAA spleen mod,GAA inhib
O=C(c1n[nH]c(=O)c2ccccc12)N1CCN(c2ccc(F)cc2)CC1,-1%[46.1 µM],-5.7%,-3%,10%,-3%,8%,-2%,-2%
Cc1cc(NCc2cccnc2)no1,-2%[7.67 µM],-1.4%,-3%,0%,7%,x,2%,x
CCOC(=O)c1sc(NC(=O)c2c(OC)cccc2OC)nc1C,-8%[46.1 µM],-1.0%,-12%,-1%,2%,11%,-1%,-3%
Cc1cccc(N2CCN(C(=O)C3CCN(S(=O)(=O)c4cccc5nsnc45)CC3)CC2C)c1 (stereo unspecified),u,6.5%,-27%,-5%,8%,-1%,-28%,-9%
Cc1cccc(OCc2nnc(SCC(=O)Nc3ncc(C)s3)o2)c1,-9%,-1.6%,3%,-12%,-4%,3%,-11%,-1%
N#Cc1ccc(CSc2nnc(-c3ccccc3)n2Cc2ccco2)cc1,-25%[46.1 µM],-2.3%,0%,-2%,5%,-3%,-6%,-6%
CCCCc1nc2ccc(S(=O)(=O)O)cc2[nH]1,7%,0.0%,8%,10%,1%,x,0%,x
O=C(OCc1cccnc1)C1=Cc2ccccc2OC1,0%,0.0%,-2%,-1%,5%,u,1%,7%
CCOC(=O)c1nn(-c2cccc(Cl)c2)c2nc(Nc3ccccc3)cc(=O)n12,-10%,3.3%,-16%,12%,2%,-7%,0%,-11%
Cc1ccc2nc(/C(C#N)=N/O)[nH]c2c1,3%[46.1 µM],-0.8%,0%,1%,2%,12%,2%,5%
CC(=O)c1c(C)n(C)c2ccc(OC(=O)c3ccco3)cc12,-13%[46.1 µM],-0.1%,-10%,0%,-13%,u,-7%,-16%
Cc1nc(-c2ccc(C(=O)Nc3ccccc3F)cc2)cs1,-3%,-0.6%,2%,-4%,-5%,2%,7%,-9%
Cc1ccccc1NC(=O)Cc1nnc(SCC(=O)Nc2ccccc2)n1C,11%,2.4%,-1%,-6%,4%,3%,2%,6%
COC(=O)/C(=C/c1cccnc1)NC(=O)c1ccccc1,18%,-1.0%,-2%,-1%,-6%,15%,-6%,-1%
CS(=O)(=O)Nc1ccc(C(=O)NC2CCCCC2)cc1,11%,-0.4%,3%,26%,-1%,5%,-11%,7%
CC1(C)CC(=O)C2=C(C1)N=c1s/c(=C/c3ccc(F)c(F)c3)c(=O)n1C2c1ccc(F)cc1 (stereo unspecified),-6%[46.1 µM],5.5%,-5%,3%,0%,10%,-2%,-1%
COc1ccc(NC(=O)Nc2ccc(OCC(=O)N3CCOCC3)cc2)cc1OC,-9%[46.1 µM],13%,-13%,-10%,1%,7%,-1%,-4%
Cc1nc(-c2cccc(Br)c2)ccc1C(=O)O,-2%,1.8%,6%,4%,-1%,-3%,-11%,-1%
Cc1onc(-c2c(Cl)cccc2Cl)c1C(=O)Nc1ccc2c(c1)OCO2,-21%[46.1 µM],-2.3%,-21%,5%,-4%,-4%,-14%,0%
Cc1nc(N2CCOCC2)nc2c1CCCC2,4%[46.1 µM],-5.0%,-3%,7%,4%,-6%,-2%,4%
CC(C)(C)NC(=O)Cn1c(=O)c(=O)n(Cc2ccccc2)c2ccc(Cl)cc21,4%,-0.3%,10%,9%,-1%,u,-4%,7%
O=C(O)Cc1ccc(Oc2ncc(C(F)(F)F)cc2Cl)cc1,5%,2.6%,0%,2%,-3%,4%,1%,-3%
O=C(O)c1ccc(CNC(=O)c2ccccc2NC(=O)c2cccc([N+](=O)[O-])c2)cc1,19%,0.1%,-8%,-2%,3%,19%,2%,10%
COc1cccc(-n2c(C)nnc2SCC(=O)Nc2ccccc2N2CCOCC2)c1,-8%[46.1 µM],0.7%,-2%,-3%,-2%,1%,-13%,-6%
CC1(C)C2CC=C(/C=N/NC(=S)NCCc3ccccc3)C1C2 (stereo unspecified),-52%,-1.2%,-14%,-13%,-7%,u,-5%,-6%
CCN(CC)CCNC(=O)C(=O)NCC1OCCN1S(=O)(=O)c1ccc([N+](=O)[O-])cc1 (stereo unspecified),-2%,0.9%,-7%,12%,-6%,-2%,-3%,u
O=C(N/N=C/c1ccc(OC(F)F)cc1OC(F)F)c1cccc(S(=O)(=O)N2CCOCC2)c1,-2%,-1.8%,-13%,-11%,0%,2%,3%,-2%
CCC1(CC)Cc2ccccc2-c2nc(NCCO)[nH]c(=O)c21,-22%[46.1 µM],0.8%,-15%,-9%,u,u,11%,u
C/C=C/c1ccc(OCCCNCC(C)O)c(OC)c1 (stereo unspecified),-1%[46.1 µM],6.3%,3%,8%,0%,3%,-8%,-3%
CCN(CC)Cc1ccc(NC(=O)c2sc3cc(Cl)ccc3c2Cl)cc1,-47%,0.0%,-11%,4%,1%,x,-2%,x
O=C1CC(C(=O)O)S/C(=N\NC(=O)c2ccccc2)N1 (stereo unspecified),4%[46.1 µM],-0.9%,-1%,3%,2%,-12%,0%,-9%
Cc1nc(S(=O)(=O)N2CCN(C3c4ccccc4-c4ccccc43)CC2)cn1C,2%,1.1%,-13%,-3%,1%,5%,-18%,-13%
CC(C)N(CC#CC(O)(c1ccccc1)c1ccccc1)C(C)C,-33%,-3.3%,1%,5%,-9%,4%,-7%,-13%[15.4 µM]
COc1cccc(-c2cc(C(=O)NCCc3ccccc3)no2)c1,-7%[46.1 µM],0.8%,-14%,-3%,-3%,0%,-3%,-2%
Nc1nonc1-c1nc2ccccc2n1Cc1ccc(F)cc1Cl,-23%[46.1 µM],u,-11%,10%,9%,-4%,-4%,2%
CNNC(=O)C(=O)NNS(=O)(=O)c1ccccc1,11%,1.1%,4%,u,-5%,1%,2%,0%
Cc1cccc(N(CC(=O)NC(C)(C)C)C(=O)CNC(=O)c2cccs2)c1,-8%,-4.2%,0%,4%,5%,-3%,1%,9%
COc1ccc(/C=C(\NC(=O)c2ccc(OC)cc2)C(=O)NC(CCSC)C(=O)O)cc1 (stereo unspecified),-7%[46.1 µM],1.0%,1%,2%,-1%,-7%,-1%,3%
CC(C)(O)C#Cc1ccccc1C(=O)NC(CC(N)=O)C(=O)O (stereo unspecified),-11%[46.1 µM],0.0%,6%,-10%,-5%,-4%,-5%,1%
O=C(Cn1nnc(-c2ccccc2)n1)NNC(=O)c1ccco1,-12%,0.0%,-9%,-11%,4%,1%,1%,-6%
O=C1O/C(=C/C(=O)N2CCOCC2)c2ccccc21,11%[46.1 µM],-2.0%,6%,6%,5%,-9%,-5%,7%
Cc1c(Br)cc(C(=O)N2CCCCCC2)c(C)c1C,u,-1.0%,-15%,1%,-2%,u,-4%,-9%
CCn1c(SCC(=O)Nc2ccccc2C)nc2nc3c(cc2c1=O)COC(C)(C)C3,u,1.1%,-14%,8%,0%,14µM*,-3%,-6%
Cc1cnc(NC(=O)C2CCCO2)s1 (stereo unspecified),4%[46.1 µM],0.0%,13%,-2%,7%,5%,-16%,2%
COc1cc(C(=O)N2CCC(O)(c3ccccc3)CC2)cc(OC)c1OC,3%[46.1 µM],-2.7%,-8%,9%,1%,11%,-1%,-10%
CC(C)C(c1nnnn1C1CCCC1)N1CCCCC1 (stereo unspecified),-15%[46.1 µM],5.8%,-1%,7%,-6%,u,-7%,0%
COC(=O)C/C=C/[C@@H](C)[C@@H](/C=N/OC[C@H]1O[C@H](c2ccccc2)C=C[C@@H]1Oc1ccc(OC)cc1)OC,16%,2.6%,-8%,-4%,-12%,-12%,-5%,-2%
CCOc1ccc(C(=O)Nn2cnnc2)cc1OCC,13%,-2.1%,9%,-1%,4%,x,2%,x

# Single records, as listed above:
# Cc1c(Br)cc(C(=O)N2CCCCCC2)c(C)c1C across the screens: NPSR antag = u; Epigenetic derep = -1.0%; Tau fluor cs = -15%; GAA glycogen = 1%; GLA spleen mod = -2%; ALDH1A1 inh = u; GAA spleen mod = -4%; GAA inhib = -9%
# CCC1(CC)Cc2ccccc2-c2nc(NCCO)[nH]c(=O)c21 across the screens: NPSR antag = -22%[46.1 µM]; Epigenetic derep = 0.8%; Tau fluor cs = -15%; GAA glycogen = -9%; GLA spleen mod = u; ALDH1A1 inh = u; GAA spleen mod = 11%; GAA inhib = u

# (next part)
SMILES,NPSR antag,Epigenetic derep,Tau fluor cs,GAA glycogen,GLA spleen mod,ALDH1A1 inh,GAA spleen mod,GAA inhib
COc1ccccc1-n1c(SCC(=O)Nc2ccccc2C)nc(O)cc1=O,-2%[46.1 µM],-1.0%,3%,15%,-4%,4%,-2%,-6%
CC1CCCN(CCCOc2ccccc2-c2ccccc2)C1 (stereo unspecified),-13%,-0.1%,-4%,-2%,5%,u,-3%,-6%
C/C(=N\NS(=O)(=O)c1ccc([N+](=O)[O-])cc1)c1ccc(NC(=O)c2ccco2)cc1,-28%,-0.1%,-26%,-10%,1%,25µM*,1%,-4%
CCN(CC)S(=O)(=O)c1ccc(Br)c(OC)c1,-8%[46.1 µM],2.5%,1%,4%,4%,5%,1%,3%
C=C1C([C@@]2(C)C(OC(C)=O)CC(=O)O[C@@](C)(COC(C)=O)C2CC(=O)OC)C(OC=O)C(OC(=O)C(O)C(C)CC)[C@]2(C)C(c3ccoc3)CC(=O)C12O (stereo partly specified),x,1.3%,-23%,x,-5%,-2%,-10%,x
CCCNS(=O)(=O)c1ccc(OCC(=O)NCCC2=CCCCC2)cc1,-17%[46.1 µM],-1.6%,-6%,-2%,-6%,11µM*,-4%,-15%
CCC(Sc1nc(-c2ccccc2)cc(=O)[nH]1)C(=O)O (stereo unspecified),4%[46.1 µM],-1.0%,-1%,9%,-1%,-1%,-4%,u
O=C1CC(c2c(F)cccc2Cl)C2=C(COC2=O)N1 (stereo unspecified),-5%[46.1 µM],0.6%,-7%,4%,-4%,u,-9%,-4%
COc1ccc(N2CCCn3c2nc2c3c(=O)n(Cc3ccc(F)cc3)c(=O)n2C)c(OC)c1,-19%[46.1 µM],0.0%,-9%,-4%,5%,u,1%,-3%
CCCCOc1ccccc1NC(=O)CC1SC(=NCC)N(CC)C1=O (stereo unspecified),-10%[46.1 µM],0.9%,-10%,-2%,1%,-1%,0%,-8%
COc1ccc(NC(=O)CCN2C(=O)C3CC=C(Cl)CC3C2=O)cc1 (stereo unspecified),6%,7.4%,9%,-1%,3%,-9%,-17%,-5%

# These rows are one share of the data; rates above refer to the full screens.
